SSB-PriA inh = inhibitors of Klebsiella pneumoniae PriA binding to SSB C-terminal tail | AlphaScreen SSBct-PriA binding, biotinylated peptide | inhibition, % at 33 µM | 0.6% of 430,000 active | AID 1272365; in the data active = inhibition mostly above about 37%, no sharp cut-off; inactive = mostly below about 20%;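 also: plate controls were negative control peptide for no effect and reference peptide for full effect; strong numbers were not always called active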
* = called active by the depositor; i = inactive; & = joins results of further samples. Some of the compounds tested. The share of hits here may be higher or lower than overall.

SMILES | SSB-PriA inh
O=C(NCC(O)(c1ccccc1)C(F)(F)F)c1cc(-c2ccccc2)on1 (stereo not given) | -13
CN(CC(=O)Nc1cnc2ccnn2c1)S(C)(=O)=O | -22
O=C1/C(=C/c2ccc(-c3ccccc3Cl)o2)SC(=S)N1N1CCOCC1 | 9
COc1ccc(-c2cc(=O)n(CC(=O)Nc3cccc(C)n3)cn2)cc1 | -23
Cc1nnc(NC(=O)C2CCN(c3cc(-n4ccc5ccccc54)ncn3)CC2)s1 | 4
CS(=O)(=O)c1cccc(C(=O)Nc2nnc(CCS(=O)(=O)c3ccccc3)o2)c1 | -3&12
CNC(=S)NN=Cc1ccc(-c2ccc(C(=O)O)cc2)o1 | -11
CCOCC(=O)NC(C)Cc1ccco1 (stereo not given) | -24
O=C(Nc1ccccc1Cl)ON=C(c1ccccc1)c1ccccn1 | -9
Cc1c(CNC(=O)COc2ccc3c(c2)OCO3)sc2nc(-c3ccc(F)cc3)cn12 | -1
CCS(=O)(=O)C1CN(C(=O)c2ccc(NS(=O)(=O)c3cccc(C)c3)cc2)C1 | -14
CN1CCCc2cc(C(CNC(=O)Nc3ccc4c(c3)OCO4)N3CCCC3)ccc21 (stereo not given) | 49
C(#Cc1ccc2noc(-c3ccccc3)c2c1)c1ccccc1 | -6
COc1ccc(N2CCN(CC(O)COC3CC(C)CC(C)(C)C3)CC2)cc1 (stereo not given) | 34
Cc1c(Cl)cccc1NC(=O)CSc1nc2ccsc2c(=O)n1Cc1ccco1 | -9
O=C(COc1ccccc1)NCC(c1ccco1)S(=O)(=O)c1ccc(F)cc1 (stereo not given) | -7
Cc1ccc(CN2CCN(N=C/C(Br)=C/c3ccccc3)CC2)cc1 | 19
O=C(C1=Cc2ccccc2OC1)N1CCCc2ccccc21 | 2
O=C(CSc1ccc(NC(=O)C2CC2)nn1)NCC1CCCO1 (stereo not given) | 3
Cc1cccc(-c2noc(-c3sccc3S(=O)(=O)N(C)c3ccc(C)c(F)c3)n2)c1 | -13
Cc1ccc(-n2nnc(C(=O)Nc3ccc(S(N)(=O)=O)cc3)c2C)cc1Cl | -1
COc1ccccc1C(=O)NCCn1cc(SCC(=O)NC2CCCC2)c2ccccc21 | 8
CCOC(=O)c1ccccc1NC(=O)CSc1nc2c(oc3ccccc32)c(=O)n1Cc1ccco1 | -2
Cn1nccc1C(=O)Nc1sccc1C#N | -15
CCOc1ccccc1-n1nnc2c(=O)n(Cc3nc(-c4ccc(OC)cc4OC)no3)cnc21 | -4

By substructure, the compounds so far with fluorine.
SMILES | SSB-PriA inh
O=C(NCC(O)(c1ccccc1)C(F)(F)F)c1cc(-c2ccccc2)on1 (stereo not given) | -13
Cc1c(CNC(=O)COc2ccc3c(c2)OCO3)sc2nc(-c3ccc(F)cc3)cn12 | -1
O=C(COc1ccccc1)NCC(c1ccco1)S(=O)(=O)c1ccc(F)cc1 (stereo not given) | -7
Cc1cccc(-c2noc(-c3sccc3S(=O)(=O)N(C)c3ccc(C)c(F)c3)n2)c1 | -13

Continuation:
SMILES | SSB-PriA inh
O=C(Cc1csc(Nc2ccc(F)cc2)n1)Nc1ccc2c(c1)OCCO2 | 6
COc1cc(C2C(=C(O)c3ccccc3)C(=O)C(=O)N2c2nc(C)c(C)s2)ccc1O (stereo not given) | 0
O=c1[nH]c(=S)c2c(n1CCc1c[nH]c3ccccc13)CCC2 | 0
O=c1c2ccccc2nc2sc(Nc3ccc(F)c(Cl)c3)nn12 | 13
CC12CC(c3ccccc3O1)C(C(=O)Nc1nc(-c3ccccc3)cs1)C(=O)N2 (stereo not given) | -4
COCCNC(=S)NN=C(C)c1ccc(Cl)c(Cl)c1 | 10
Cc1ccc(-c2csc3nc(SCC(=O)Nc4nsc(-c5ccccc5)n4)n(-c4ccccc4)c(=O)c23)cc1C | -2
COc1cc(C=NNC(=O)c2ccncc2)ccc1OCCN1CCCCC1 | 1
COc1ccc(S(=O)(=O)CC(=O)Nc2nc3c(C)cc(Cl)cc3s2)cc1 | -9
CCOc1ccc(/C=C/C(=O)Nc2ccc(N3CCCCC3)cc2)cc1 | 13
CCOC(=O)C(CC)Sc1nnc(NC(=O)Nc2ccc(F)cc2)s1 (stereo not given) | 6
Cc1cc(NC(=O)C2COCC(=O)N2Cc2cccs2)no1 (stereo not given) | -8
CON=CC(C(C)=O)C(=O)Nc1ccc(Cl)cc1Cl (stereo not given) | 0
Cc1cccc(NC(=O)NCCOc2ccccc2)c1C | -25
O=C(COc1coc(C(=O)Nc2ccncc2)cc1=O)Nc1ccccc1 | 0
Cc1ccc(S(=O)(=O)NCC(C)(O)c2cc3ccccc3s2)s1 (stereo not given) | -21
CCc1ccccc1N(CC(=O)NN=Cc1ccc(OC(=O)OC)c(OC)c1)S(C)(=O)=O | -3
O=C(Nc1ccc(OC(F)(F)F)cc1)C(=O)NC1CCCC1 | -16
CSCC[C@](C)(O)CNC(=O)c1ccsc1 | -2
COc1ccc(CCCC(=O)NN=Cc2cccc(OC)c2O)cc1C | -10
O=C(c1ccc2c(c1)OCO2)N1CCN(c2cc(-n3cncn3)ncn2)CC1 | 0
S=C(c1ccncc1)N1CCOCC1 | -12
CNC(=O)CS(=O)(=O)C1CCN(S(=O)(=O)c2ccccc2Cl)CC1 | -35
CN(N=Cc1ccc(C(C)(C)C)cc1)C1=NCCN1 | 9
COc1ccc(C(O)=C2C(=O)C(=O)N(CCN(C)C)C2c2cccc(OC)c2OC)cc1Cl (stereo not given) | -8

Random excerpt: 5 compounds from above.
SMILES | SSB-PriA inh
CON=CC(C(C)=O)C(=O)Nc1ccc(Cl)cc1Cl (stereo not given) | 0
CCc1ccccc1N(CC(=O)NN=Cc1ccc(OC(=O)OC)c(OC)c1)S(C)(=O)=O | -3
CSCC[C@](C)(O)CNC(=O)c1ccsc1 | -2
Cc1ccc(-n2nnc(C(=O)Nc3ccc(S(N)(=O)=O)cc3)c2C)cc1Cl | -1
Cc1cc(NC(=O)C2COCC(=O)N2Cc2cccs2)no1 (stereo not given) | -8

Reformatted: results already given.
CCOc1ccc(/C=C/C(=O)Nc2ccc(N3CCCCC3)cc2)cc1
  SSB-PriA inh = 13

CCOC(=O)C(CC)Sc1nnc(NC(=O)Nc2ccc(F)cc2)s1 (stereo not given)
  SSB-PriA inh = 6

Cc1cc(NC(=O)C2COCC(=O)N2Cc2cccs2)no1 (stereo not given)
  SSB-PriA inh = -8

CON=CC(C(C)=O)C(=O)Nc1ccc(Cl)cc1Cl (stereo not given)
  SSB-PriA inh = 0

(cont.)
SMILES | SSB-PriA inh
CCCC[N+]1=C(C)C(C)(C)c2ccccc21 | -3
Cc1cnc2n(c1=O)C[C@H](C(=O)N1CCn3c1nc1ccccc13)CS2 | -7
CCOC(=O)c1ccccc1NC(=O)CSc1nc2c(-c3ccccc3)csc2c(=O)n1CC | -13
COc1ccccc1N(CC(=O)NN=C(C)c1ccc(F)cc1)S(=O)(=O)c1ccccc1 | -8
COc1cc(C=NNC(=O)c2cccc(NC(=O)c3ccccc3)c2)ccc1O | -6
COc1ccccc1C(C)=NNC(=O)c1nnn(-c2nonc2N)c1C(C)C | -11
CCc1ccccc1OCC(=O)Nc1cccc(OC)c1 | -36
COc1ccc(N(CC(=O)NN=Cc2ccc(-c3ccc([N+](=O)[O-])cc3)o2)S(=O)(=O)c2ccc(C)cc2)cc1 | -14
N#Cc1ccc(C=NNC(=O)c2cccc(S(=O)(=O)N3CCOCC3)c2)cc1 | -11
Cc1nn(C)c(C)c1S(=O)(=O)NCC1CCN(C(=O)c2ccoc2)CC1 | -1
Clc1ccc(Cc2noc(C3CNC3)n2)cc1 | 4
Cc1cc(C)cc(OCC(=O)NCCCn2nc(-c3ccco3)ccc2=O)c1 | -6
Cc1ccc(SCC(=O)O)cc1 | -10
CN(C)CCN(C(=O)c1ccccc1)c1nc2c(F)cccc2s1 | -7
O=C(NCC1(c2cccs2)CCOCC1)c1ccccc1S(=O)(=O)C(F)F | -10
CCN(CC)C(=O)N1CCN(S(=O)(=O)c2ccc(F)cc2)CC1 | -6
COc1ccc(Nc2cc(C)nc(Nc3ccc(NC(=O)CC4CCCC4)cc3)n2)cc1 | -5
FC(F)(F)c1ccccc1NC(=S)NN=C1CC2CC=CC12 (stereo not given) | 0
O=C(c1cc(-c2ccco2)on1)N1CCC2(CC1)OCCN2S(=O)(=O)c1ccc(Cl)cc1 | -5
CCCCc1nn2c(N)c(C=C3C=Nc4ccccc43)c(=O)nc2s1 | -23
CCOC(=O)CCC(=O)NCC1CCN(C(=O)c2snnc2C)CC1 | -4
CCCc1cc(=O)n(CC(=O)NCc2cccs2)cn1 | -1
CC(C)(C)n1ncc2c(=O)n(NC(=O)c3c(F)cccc3Cl)cnc21 | 0
COc1ccc(CNC(=O)C(=O)NCC2CCN(Cc3ccco3)CC2)cc1 | -7
O=C(Nc1ccc2c(c1)Cc1ccccc1-2)[C@@H]1COCC(=O)N1Cc1cccs1 | -1
New compounds follow
SMILES | SSB-PriA inh
COc1ccc(C2CC2C(=NO)c2ccccn2)cc1 (stereo not given) | 0
COC(=O)c1c(NC(=O)c2ccc(C(C)(C)C)cc2)sc2c1CCN(C(C)C)C2 | 1
O=C(Nc1cnc2cc(C(F)(F)F)nn2c1)c1c(F)cccc1Cl | 6
Cc1ccc(C)c(S(=O)(=O)Nc2ccc(C(=O)N3CC(C)CC(C)C3)cc2)c1 (stereo not given) | -4
COc1ccc(NC(=O)CSc2nc3nc(N4CCCC4)sc3c(=O)n2C(C)C)cc1Cl | 6
O=C(N1CCCSCC1CN1CCCC1)C1(c2ccccc2)CCOCC1 (stereo not given) | 9
CC(C)C(=O)NCc1nnnn1C1CCCCC1 | -4
CC1=C(C(=O)Nc2nccs2)C(c2ccc(Cl)cc2)n2ncnc2N1 (stereo not given) | -16
c1ccc(-c2csc3ncnc(N4CCN(CCOc5cccc6ccccc56)CC4)c23)cc1 | 1
CCOc1ccc(-c2csc(NC(=O)c3cccc(SC)c3)n2)cc1 | -7
O=S(=O)(c1ccc(-c2nnc(SC/C=C/c3ccccc3)o2)cc1)N1CCCCCC1 | -3
CC(=O)Nc1ccc(NC=C2C(=O)OC3(CCCCC3)OC2=O)cc1 | 11
Cc1cc2ncc3c(n2n1)CCN(C(=O)c1csc(-c2ccccc2)n1)C3 | 26
CCOc1ccc(C(=O)Nc2cc(-c3cn4nc(OC)ccc4n3)ccc2C)cc1OCC | -9
Cc1cc(NC(=O)C(=O)NCC(c2ccsc2)N2CCc3ccccc3C2)no1 (stereo not given) | 3
CN(C)S(=O)(=O)Nc1cccc2cccnc12 | 9
C=CCn1c(SCC(=O)c2ccc(F)cc2)nc2scc(-c3ccc(C)o3)c2c1=O | -4
Cc1noc(C)c1CCC(=O)NCC1(c2cccs2)CCOCC1 | -11
Cn1nc(N2CCC[C@H](C(=O)Nc3nc(CC(N)=O)cs3)C2)ccc1=O | 5
CC(C)(C)CC(=O)N1CCN(c2ccc(-c3ccncc3)nn2)CC1 | -8
COc1ccc2nc(Nc3ccc4nc(C)sc4c3)sc2c1 | 16
COc1ccc(C=Nn2c(-c3ccco3)nc3ccccc3c2=O)cc1 | -2
CCCCOc1ccc(S(=O)(=O)NCCn2nc(-c3ccncc3)ccc2=O)cc1 | 1
CC(NC(=O)Nc1cccc(Cl)c1)C(c1cccs1)N1CCN(c2ccccc2F)CC1 (stereo not given) | -9&0
CC(C)c1ccc(OCC(=O)NC2CC(=O)N(C3CC3)C2)cc1 (stereo not given) | -9
Following part
SMILES | SSB-PriA inh
CC(C)(C)c1ccc(C(=O)NNC(=O)c2cccn(Cc3ccc(F)cc3)c2=O)cc1 | 1
CC(C)Sc1ccc(CC(=O)Nc2cnc3cc(C(F)(F)F)nn3c2)cc1 | -11
CC1(C)Oc2ccc3ccc(=O)oc3c2C[C@@H]1O | -2
CCN1CCN(c2oc(COc3ccc(C)cc3)nc2C#N)CC1 | 51
CS(=O)(=O)N1CCC(CNC(=O)NCc2ccc(F)cc2)CC1 | -2
CC(CCc1ccc2c(c1)OCO2)=NNC(=O)c1ccccc1Br | 6
CCOCC(=O)NCc1cc(-c2cccs2)n(C)n1 | -12
O=S(=O)(N/N=C\c1cc(Br)ccc1O)c1ccccc1 | 4
O=C(c1ccccc1F)N1CCSC1c1ccc(Cl)c(Cl)c1 (stereo not given) | -15
COc1cc(C2CC(=O)N3CN(c4ccc(F)cc4)CSC3=C2C#N)cc(Br)c1O (stereo not given) | 11
CCCS(=O)(=O)N1CCc2ccc(NC(=O)C[C@@H](CC(=O)O)c3cccs3)cc2C1 | 0
CN(C)CCCN(C(=O)c1ccnn1C)c1nc2ccc(F)cc2s1 | -10
CCOc1cc(NC(=O)CSc2ccncc2)ncn1 | -10
O=C(c1ccc2c(c1)OCCO2)N(CCCn1ccnc1)c1nc2ccc(F)cc2s1 | 37*
CCOc1cc2c(cc1O)/C(=N/O)CC1C2CCC2(C)C(O)CCC12 (stereo not given) | i
CCc1ccc(C=NNc2ncnc3nc[nH]c23)cc1 | 8
O=C(CCCCCNC(=O)c1ccccc1)NN=Cc1ccccc1 | 15
CCCc1ccc(S(=O)(=O)NCC2CCN(C3CCCC3)CC2)cc1 | -9
Cc1c(Cl)ccc2sc(NC(=O)C3=COCCO3)nc12 | -20
COc1ccc(C(O)CNC(=O)NC2CCCC2)cc1OC (stereo not given) | -14
CC(CCc1oc2ccc(Br)cc2c1-c1ccc(C)o1)=NO | 32
CCOc1ccc(NC(=O)CC(NCCCN(C)C)C(=O)O)cc1 (stereo not given) | -1
CCS(=O)(=O)c1ccc(CC(=O)Nc2cccc(Br)c2)cc1 | -15
COc1ccc(S(=O)(=O)NCC(c2ccc(N(C)C)cc2)N2CCc3ccccc3C2)cc1OC (stereo not given) | 45
CCSc1cccc(C(=O)Nc2nc3ccc(NC(C)=O)cc3s2)c1 | -15
O=C(NCCS(=O)(=O)N1CCN(c2ccccn2)CC1)c1ccco1 | -9
Cc1cccc(CC(=O)NCC2(c3cccs3)CCCC2)c1 | -16&-12
CON=CC(NC(=O)c1ccc(C(F)(F)F)cc1)C(=O)OC (stereo not given) | -8
CCOC(=O)c1ccc(NC(=O)CSc2nnc(-c3cccn(CC)c3=O)n2C)cc1 | -12

High-throughput results (PubChem BioAssay)
